# TSG101-PTAP inh: blocks PTAP/TSG101 interaction to inhibit HIV-1 budding. Potency, µM (top dose mostly 115 µM), for the others: at the highest dose activity change, negative = inhibition, hits mostly inhibitors. Fluorescence polarization, FITC-PTAP peptide / Tsg101 binding. 340,000 tested, under 10 active. Q99816; active = well fitted inhibition curve with a large enough effect in the main read-out, with a control signal flat, not every such curve was filed as active; inconclusive = small, poorly fitted or top-dose-only effect, or effect the other way, or a change in a side signal; inactive = no such curve, though single readings can be large or run the other way; also: potency is read from the fitted curve at half-maximal effect; % of control where 0% means no effect
#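 Compounds were pin-transferred onto Tsg101 binding domain (10 uM final) in HEPES pH 7.5 buffer, then FITC-PTAP peptide was added at 50 nM final. After 20 min at RT, polarization reported peptide displacement across a qHTS concentration series.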
# B2AR arrestin: agonists driving beta-arrestin recruitment to human beta2-adrenergic receptor; P07550; beta-arrestin recruitment to beta2AR, cell-based reporter; Potency, µM (top dose mostly 46.1 µM), without a hit: top-dose activation, most hits filed as activators; 0.02% of 330,000 active;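 also: potency is read from the fitted curve at half-maximal effect; 0% = DMSO controls and full agonism = EC100 isoproterenol or metaproterenol; nearly all actives have a fitted effect of over 65% in size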
# Mito fusion yeast: mitochondrial division inhibition or fusion activation; S. cerevisiae fusion-defective mutant growth rescue, CellTiterGlo 48 h; 0.23% of 320,000 active; Potency, µM (top dose mostly 46.1 µM), inactives show at the highest dose growth rescue (activation), usual class: activators; AID 485298;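 also: potency is read from the fitted curve at half-maximal effect; % of control where 0% means no effect; nearly all actives have a fitted effect of over 45% in size; temperature-sensitive fusion mutants such as fzo1-1 at 37 °C on non-fermentable ethanol glycerol medium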
#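 Yeast fusion mutant, YPEG (non-fermentable carbon), compound, 48 h at 37C non-permissive; CellTiterGlo added, 10 min RT, luminescence read. Rescued growth = division inhibition.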
# TCR activator: activates T cell receptor signaling; primary human leukocytes, anti-CD3, IL-2 HTRF, 48 h; 330,000 tested, under 10 active; AID 504894; Potency, µM (highest dose often 9.22 µM), for inactives: at the top dose activation of IL-2 secretion, actives largely listed as activators; also: % of control where 0% means no effect
#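 Human primary leukocytes + a-CD3 beads + cpd, 48 hr; IL-2 in supernatant by HTRF (ex 320nm / em 665nm). No co-stimulatory signal supplied.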
# Chronic BCR inh: blocks chronic active B-cell receptor signaling. ABC-DLBCL IkBa-CBG/CBR reporter, luminescence ratio, 4 h. Potency, µM (highest dose often 46.1 µM), for the others: top-dose ratio change, negative = lower green/red ratio, hits mostly inhibitors. 0.05% of 340,000 active. AID 493014; active = well fitted inhibition curve with a large enough effect in the signal ratio, with a control signal flat, not every such curve was filed as active; inconclusive = small, poorly fitted or top-dose-only effect, or effect the other way, or a change in a side signal; the % refers to the signal ratio;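 also: potency is read from the fitted curve at half-maximal effect; plate controls were basal doxycycline-induced cells for no effect and cells given 10 µM MG132 for full effect; MG132 reads +100%, hits lower the ratio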
#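 TMD8 human ABC-DLBCL cells with doxycycline-inducible IκBα–green luciferase fusion and unfused red luciferase, in 0.5% FBS medium; compounds up to 46 uM, 4 h at 37C. Green/red luminescence ratio, filter-overlap corrected, fitted to concentration-response curves.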
# Eya2 inh: inhibitors of human Eya2 phosphatase activity; O00167; recombinant Eya2, OMFP fluorescence dephosphorylation (OMFP is methylfluorescein phosphate); Potency, µM (titrated, usually from 76.9 µM), for inactives: at the top dose activity, negative = inhibition, actives largely listed as inhibitors; 0.006% of 330,000 active; also: potency is read from the fitted curve at half-maximal effect; % is scaled to controls: 0 for no effect and ±100 for the full control effect
#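 Eya2 (0.2 uM) preincubated 10 min at ambient with compound, then OMFP substrate added at 50 uM; 10 min reaction in 50 mM HEPES pH 7.5, 50 mM NaCl, 5 uM MgCl2, 0.05% BSA, 1 mM DTT. Fluorescence read at Ex 485/Em 525 nm.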
# ELG1 repair inh: ELG1-dependent DNA repair inhibition; HEK293T ELG1-luciferase reporter, luminescence, 16 h; DNA damage induced by 5-fluorouridine; Potency, µM (doses to about 46.1 µM), inactives show top-dose activity change, negative = inhibition, actives largely listed as inhibitors; 2.3% of 330,000 active; AID 504467; also: potency is read from the fitted curve at half-maximal effect; % is scaled to controls: 0 for no effect and ±100 for the full control effect; nearly all actives have a fitted effect of over 55% in size
#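 Step one: seed 2,000 cells per well. Step two: pin-transfer compound or DMSO alongside 5-fluorouridine. Step three: incubate 16 hr, 37 °C, 5% CO2. Step four: add ONE-Glo, wait 30 min, read luminescence.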
# uPA generation: cell surface uPA generation inhibition; 0.31% of 330,000 active; Potency, µM (titrated, usually from 38.3 µM), for the others: top-dose activity change, negative = inhibition, most hits filed as inhibitors; cell surface uPA generation assay, qHTS; active = well fitted inhibition curve with a large enough effect; inconclusive = small, poorly fitted or top-dose-only effect; inactive = no such curve, though single readings can be large or run the other way; tested in mouse RAW 264.7 cells; also: potency is read from the fitted curve at half-maximal effect; % is scaled to controls: 0 for no effect and ±100 for the full control effect; nearly all actives have a fitted effect of over 55% in size
# TSHR antagonist: antagonists of human thyroid stimulating hormone receptor | P16473 | TSHR-expressing cells, TSH-stimulated cAMP HTRF, 2 h; active compounds read low | activity change, negative = inhibition, % at 11.5 µM | 0.2% of 330,000 active;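 active = activity change below a set negative limit, meaning inhibition stronger than a set level, cut at about -70% in these data; inconclusive = activity change between two set negative limits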; also: % is scaled to controls: 0 for no effect and ±100 for the full control effect
#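 Cell-based HTRF cAMP assay; TSHR cells + compound, TSH EC80 (4nM final), 2 h, 37 deg C. Lysis with anti-cAMP cryptate and cAMP-d2, 30 min RT, read 665/620 nm.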
# Tb PFK inh: blocks T. brucei phosphofructokinase; O15648; T. brucei PFK, ADP-Glo luminescence; Potency, µM (doses to about 57.5 µM), for inactives: at the top dose activity, negative = inhibition, most hits filed as inhibitors; 0.17% of 330,000 active; AID 485367;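 also: potency is read from the fitted curve at half-maximal effect; 0% = uninhibited 1x PFK enzyme wells and -100% = no-enzyme wells; nearly all actives have a fitted effect of over 60% in size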
# Target sequence (O15648 whole entry, looked up): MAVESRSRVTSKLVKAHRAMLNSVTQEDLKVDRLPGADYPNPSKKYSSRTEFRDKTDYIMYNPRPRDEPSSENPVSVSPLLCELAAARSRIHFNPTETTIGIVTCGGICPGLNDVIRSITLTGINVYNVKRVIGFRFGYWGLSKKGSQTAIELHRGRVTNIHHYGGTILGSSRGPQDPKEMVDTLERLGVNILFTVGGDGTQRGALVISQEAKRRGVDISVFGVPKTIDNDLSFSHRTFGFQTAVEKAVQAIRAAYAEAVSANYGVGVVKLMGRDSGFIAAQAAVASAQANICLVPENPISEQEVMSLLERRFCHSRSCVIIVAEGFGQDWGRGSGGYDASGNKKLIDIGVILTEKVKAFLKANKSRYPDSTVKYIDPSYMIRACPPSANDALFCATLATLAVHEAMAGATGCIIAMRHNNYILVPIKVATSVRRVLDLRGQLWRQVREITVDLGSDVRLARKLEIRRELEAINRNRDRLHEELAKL
#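 PFK 1.25 nM, F6P 0.5 mM, ATP 0.1 mM, 0.1 M TEA pH 8.0, 5 mM MgCl2, 0.01% Tween20, 0.1% BSA; 45 min RT. ADP-Glo readout. qHTS titration up to 57 uM; curves fitted, compounds curve-classed.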
# USP2a block: inhibitors of human ubiquitin-specific protease USP2a | USP2 core, Ub-CHOP2 coupled fluorogenic reporter, 485/531 | 0.01% of 330,000 active | Potency, µM (series often up to 38.3 µM), for the others: at the highest dose activity change, negative = inhibition, hits mostly inhibitors | O75604;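 also: potency is read from the fitted curve at half-maximal effect; plate controls were DMSO wells for no effect and full inhibition by NEM control for full effect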
# Target sequence (O75604 whole entry, looked up): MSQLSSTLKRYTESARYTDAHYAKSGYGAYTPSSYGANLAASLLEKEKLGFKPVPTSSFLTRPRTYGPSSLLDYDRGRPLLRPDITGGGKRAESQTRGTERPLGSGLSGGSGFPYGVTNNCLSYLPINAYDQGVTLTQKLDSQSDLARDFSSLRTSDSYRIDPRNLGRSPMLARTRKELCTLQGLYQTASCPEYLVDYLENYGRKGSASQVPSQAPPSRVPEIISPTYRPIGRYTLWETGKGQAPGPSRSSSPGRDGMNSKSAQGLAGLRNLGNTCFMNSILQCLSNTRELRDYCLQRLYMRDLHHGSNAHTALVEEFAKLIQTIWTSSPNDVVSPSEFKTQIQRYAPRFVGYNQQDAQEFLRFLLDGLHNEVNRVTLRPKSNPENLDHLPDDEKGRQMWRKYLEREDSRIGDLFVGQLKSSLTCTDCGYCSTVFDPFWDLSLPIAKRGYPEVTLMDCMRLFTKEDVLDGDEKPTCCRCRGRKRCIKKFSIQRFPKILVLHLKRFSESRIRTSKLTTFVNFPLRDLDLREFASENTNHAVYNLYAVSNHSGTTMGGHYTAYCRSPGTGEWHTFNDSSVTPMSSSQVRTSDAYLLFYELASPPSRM
#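 Deubiquitinase activity read as fluorescence (485/531 nm) after Ub-CHOP2 cleavage activates the enterokinase reporter on its substrate; USP2 core 10nM, Ub-CHOP2 and substrate 25nM each, 30min compound preincubation then 60min RT; data normalized to NEM, curves fitted.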
# An asterisk follows results filed as active; ? = inconclusive; nt = not tested or not shown; [ ] = another dose, or the depositor's remark. Unless noted, calls follow the shape of the dose curve; as a rule, active = well fitted curve in the direction sought with a large enough effect; inconclusive = small, poorly fitted or top-dose-only effect, or another doubt; inactive = no such curve, though single readings can be large; an effect the other way counts as inactive or inconclusive.
SMILES,TSG101-PTAP inh,B2AR arrestin,Mito fusion yeast,TCR activator,Chronic BCR inh,Eya2 inh,ELG1 repair inh,uPA generation,TSHR antagonist,Tb PFK inh,USP2a block
Cc1noc(C)c1COC(=O)C1CCN(S(=O)(=O)c2c(Cl)cccc2Cl)CC1,-1%,-1.9%,8%,-3%,-10%,-14%,-12%,-4%,4,1%,-2%
O=C(CC1(CC(=O)N2CCOCC2)CCCC1)Nc1ccccc1,1%,-0.2%,-3%,6%,0%,?,4%,4%,27,-2%,-1%
CC(C)=N/N=C1/NC(=O)C(Cc2ccccc2)S1 (configuration not stated),-14%,-0.1%,0%,0%,-8%,7%,2%,10%,2,-3%,-2%
S=C(NCc1ccccc1)Nc1ccc2cn[nH]c2c1,-1%,0.1%,-3%,2%,1%,6%,-14%,3%,10,-3%,1%
CN(C)S(=O)(=O)Oc1cc(Cl)ccc1C(=O)Nc1ccc(F)cc1F,-3%,-0.3%,5%,-70%,?,0%,?,-4%,9,2%,1%
c1ccc2c(c1)c1c3n2CCNC3CCC1 (configuration not stated),-8%,-0.4%,-1%,2%,7%,-10%,-3%,1%,10,?,3%
S=C1NCN(Cc2ccco2)CN1,-10%,0.1%,1%,3%,?,4%,11%,8%,0,0%,0%
CC(NC(=O)c1cccs1)C1CCCO1 (configuration not stated),0%,0.2%,2%,nt,3%,7%,-4%,-3%,11,0%,2%
CCOC(=O)c1cccc(C(=O)OCC)n1,-6%,-2.0%,-1%,4%,-7%,-5%,16%,5%,10,2%,-9%
CCCCn1c(N)c(N(C(=O)CSc2nnnn2-c2ccccc2C)C2CCCC2)c(=O)[nH]c1=O,0%,-0.2%,-2%,6%,-2%,-25%,3%,6%,1,15%,3%
CN(CCN1CCOCC1)Cc1nc(-c2ccccc2)no1,0%,-0.4%,-3%,-2%,2%,-7%,-4%,9%,4,-5%,0%
CC(=O)Nc1cccc2ncccc12,1%,0.1%,-3%,-7%[46.1 µM],5%,2%,-10%,-1%,-6,4%,4%
O=C(COC(=O)c1cc([N+](=O)[O-])ccc1N1CCOCC1)Nc1c(Cl)cccc1Cl,-2%,0.0%,2%,3%,-8%,-5%,?,0%,10,-5%,2%
Cc1csc(SCc2nc3scc(-c4ccccc4)c3c(=O)[nH]2)n1,-1%,0.0%,7%,2%,9%,-2%,?,4%,-11,0%,-1%
c1ccc(CNCCN2CCNCC2)nc1,1%,-0.2%,2%,-47%,2%,-2%,0%,nt,2,-2%,1%
O=C(CCS(=O)(=O)c1ccccc1)OCc1ccc([N+](=O)[O-])cc1,-8%,-0.1%,-1%,0%,-1%,0%,?,0%,5,-6%,-1%
O=C(O)c1ccc(CS(=O)(=O)c2ccc(Br)cc2)cc1,1%,0.2%,1%,5%,2%,-3%,13%,-12%,20,-1%,-3%
CC(C)Oc1ccc(OCCn2c(=S)[nH]c3c(N)ncnc32)cc1,-1%,-0.1%,4%,5%,?,-4%,-4%,-8%,-17,-17%,1%
Cc1cccc(NC(=O)COC(=O)CN2CCCCCC2=O)c1C,-1%,-0.4%,nt,-2%,2%,4%,14%,4%,-3,-3%,1%
Cc1ccc(Cl)cc1NC(=O)[C@@H]1CCC(=O)N1C1OC(=O)c2ccccc21 (some centres not stated),-3%,-0.4%,5%,4%,-1%,-1%,20%,-3%,33,0%,1%
O=S(=O)(c1ccc(F)c2ccccc12)N1CCCCC1,-4%,-0.1%,2%,2%,-6%,-20%,14%,0%,-2,-2%,-10%
O=C(CCCC(=O)N(CC(=O)NC1CCCCC1)c1ccccc1F)Nc1ccccn1,0%,-0.1%,-6%,-4%,?,?,2%,-1%,14,-2%,0%
CC(=O)c1sc(NC(=O)COc2ccc(Br)cc2)nc1C,2%,0.3%,-5%,-4%,?,-6%,12%,1%,-9,-1%,-1%
CN(C)c1cc[n+](CC(=O)c2ccc(Br)cc2)cc1,-7%,-0.1%,6%,-4%,5%,-10%,9.2µM*,-5%,2,0%,12%
Cc1ccccc1-n1nc(C)c2c1N=C1C(Cl)=CC(Cl)=CN1C2c1ccc(C(=O)O)cc1 (configuration not stated),?,-0.6%,1%,9%[46.1 µM],2%,6%,7%,-4%,-8,-2%,1%
Nc1ccc(Sc2nnnn2-c2ccccc2)c(Cl)c1,-9%,0.1%,15%,nt,?,-26%,4%,-10%,-7,15%,0%
COc1ccc(C)cc1S(=O)(=O)N1CCN(c2ccccc2)CC1,-4%,0.4%,2%,10%,0%,3%,-4%,4%,13,3%,2%
CC(C)(C)c1ccc(Cn2ccc(-c3ccc4c(c3)OCO4)n2)cc1,-6%,-0.6%,-10%,4%,23%,-12%,?,3%,-4,0%,-4%
COC(=O)c1ccc(-c2cc(CC3(C(=O)OC)CCN(C(=O)OC(C)(C)C)CC3)on2)cc1,-2%,-0.1%,-2%,-21%,-22%,-2%,-26%,6%,6,1%,2%
COC(=O)[C@H]1C[C@@H]1[C@H](NC(=O)OCc1ccccc1)c1ccccc1,-2%,-0.9%,9%,1%,0%,6%,-2%,5%,-3,-2%,2%
Clc1ccccc1-c1nnc2sc(-c3ccc(Br)o3)nn12,-11%,0.5%,3%,11%,?,-6%,6%,-4%,5,3%,-1%
CCN(CC)c1nc(Nc2ccccc2)nc(Oc2ccc(=O)[nH]n2)n1,-5%,-0.6%,-5%,4%,-19%,-5%,?,nt,-9,-9%,-5%
CCc1ccccc1NC(=O)Nc1cccc(F)c1,4%,0.0%,2%,4%,-16%,-3%,?,-5%,-1,0%,-7%
COc1ccccc1NS(=O)(=O)c1cc(NC(=O)c2cc(F)c(F)c(F)c2F)ccc1N1CCOCC1,-4%,-0.1%,nt,2%[46.1 µM],?,-9%,1%,-5%,-12,3%,1%
CC(NC(=O)COC(=O)c1ccc(N(C)C)cc1)c1ccccc1 (configuration not stated),1%,0.5%,-3%,6%,?,-7%,?,0%,5,0%,-5%
CC(=O)Nc1ccc(SCC(=O)NNC(=O)CN(C)S(=O)(=O)c2ccc(C)cc2)cc1,0%,-1.0%,-3%,1%,3%,-25%,2%,3%,-3,0%,1%
COc1ccc(NC(=S)N/N=C2\CC(C)(C)Oc3ccc(OC)cc32)cc1,-9%,0.5%,-3%,-6%[46.1 µM],-13%,-19%,-3%,3%,-7,-5%,6%
COc1cc(C2SCC(=O)N2CCc2ccc(OC)c(OC)c2)ccc1O (configuration not stated),-1%,0.1%,-4%,0%,-7%,7%,?,4%,2,-12%,1%
COc1ccccc1-c1cc(C(=O)Nc2c(F)cc(F)cc2Br)no1,-3%,-0.8%,4%,3%,?,-18%,-13%,nt,-26,0%,-2%
Cc1ccc(C)c(OCC(O)CN2CCN(CCN3C(=O)c4cccc5cccc(c45)C3=O)CC2)c1 (configuration not stated),-3%,-0.8%,2%,1%[46.1 µM],-14%,-9%,18µM*,-15%,10,5%,-4%
CN(CC(=O)Nc1cccc(S(=O)(=O)N2CCOCC2)c1)CC(=O)Nc1ccc(Cl)c(C(F)(F)F)c1,-4%,0.4%,-7%,0%,?,-1%,13µM*,?,-15,-13%,4%
O=C(CNC(=O)c1cccc(F)c1)N/N=C/C=C/c1ccccc1,1%,-0.7%,-4%,-4%,1%,0%,13%,3%,4,0%,2%
COc1ccccc1C(=O)NCCC(=O)Nc1ncccc1O,1%,-0.7%,-1%,-6%,2%,-3%,12%,-7%,4,-5%,3%
CC(C)NC(=O)c1c(CSc2ccccc2)noc1C(=O)NCc1ccccc1,-8%,0.5%,17%,-4%,17%,2%,?,-12%,-7,0%,8%
Nc1nc2c(c(=O)[nH]1)C(c1cccc3ccccc13)C1=C(N2)c2ccccc2C1=O (configuration not stated),1%,-0.1%,-3%,-5%,?,-6%,-5%,-1%,2,-1%,6%
COc1nc(Nc2cccc(F)c2)nc(OC)n1,0%,4.5%,-4%,nt,-18%,-7%,19%,-16%,-5,-5%,-1%
COc1cc2c(cc1N/C=C(\C#N)c1nc(-c3ccc(F)cc3)cs1)oc1ccccc12,-7%,0.0%,2%,-18%,6%,10%,22%,0%,-2,-10%,16%
Cc1cc(C(=O)N2CC(C)CC(C)C2)c(C)o1 (configuration not stated),-3%,0.4%,-1%,-1%,4%,11%,25%,1%,2,0%,2%
Cn1c(=O)[nH]c(=O)c2c1nc(NN)n2CCOc1ccccc1,0%,0.2%,-3%,-7%,0%,-2%,-11%,-4%,-2,-27%,0%
